NCF1 inh: p47phox/p22phox peptide binding inhibitors, primary screen, biochemical, uHTS, NADPH oxidase regulatory subunit; 220,000 tested, 0.53% active; inhibition, % at 24.7 µM; fluorescence polarization, 2 h;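 active = inhibition above about 30%, limit read from the data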;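 also: 0% = p47phox with labelled peptide and 100% = labelled peptide alone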
Furin inh: human furin inhibitors, primary screen, biochemical, fluorescence intensity. AID 463115, 2010. 220,000 tested, 0.061% active. inhibition, % at 30 µM. purified furin, fluorogenic substrate cleavage. P09958; in the data active = inhibition above about 25%; also: inactives centre near -15
Target sequence (P09958 108-714 limits assumed): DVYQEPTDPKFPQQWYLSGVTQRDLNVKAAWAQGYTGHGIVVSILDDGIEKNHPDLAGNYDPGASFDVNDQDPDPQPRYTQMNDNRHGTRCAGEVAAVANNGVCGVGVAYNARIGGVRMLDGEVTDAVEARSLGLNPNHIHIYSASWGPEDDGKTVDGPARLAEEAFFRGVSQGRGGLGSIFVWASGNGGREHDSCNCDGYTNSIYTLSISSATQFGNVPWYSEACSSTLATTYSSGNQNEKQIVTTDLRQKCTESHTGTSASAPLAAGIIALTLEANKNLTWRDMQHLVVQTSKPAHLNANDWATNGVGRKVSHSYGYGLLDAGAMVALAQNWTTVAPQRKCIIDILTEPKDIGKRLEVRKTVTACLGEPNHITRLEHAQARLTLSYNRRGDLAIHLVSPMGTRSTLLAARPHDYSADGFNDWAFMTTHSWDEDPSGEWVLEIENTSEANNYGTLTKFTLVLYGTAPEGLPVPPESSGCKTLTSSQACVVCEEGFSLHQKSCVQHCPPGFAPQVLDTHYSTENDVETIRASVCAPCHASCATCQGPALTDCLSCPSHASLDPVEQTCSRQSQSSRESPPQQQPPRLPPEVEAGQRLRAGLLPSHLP
Ba/F3 V617F tox: reduced viability of JAK2V617F-dependent Ba/F3 cells, primary screen, JAK2V617F inhibitor project, cell-based, Ba/F3 EpoR-JAK2V617F, luminescence; AID 1446, 2008; inhibition, % at 5.6 µM; 220,000 tested, 1.1% active; ATP luminescence;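 active = inhibition above the campaign mean plus 3 SD over all tested compounds, cut at about 24% in these data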;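 also: cytokine-independent growth of Ba/F3 cells driven by EpoR plus mutant JAK2; 0% = DMSO-treated cells and 100% = JAK inhibitor I control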
RBBP9 inh: human RBBP9 inhibitors, primary screen, biochemical, fluorescence polarization, FP-Rh probe, HTS. recombinant RBBP9. AID 1515, 2009. 220,000 tested, 0.2% active. Serine hydrolase RBBP9 (Homo sapiens), O75884. inhibition, % at 7.94 µM;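 active = inhibition above the campaign mean of all tested compounds plus 3 SD, cut at about 14% in these data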;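 also: plate controls were DMSO wells with RBBP9 for no effect and wells lacking RBBP9 protein for full effect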
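Assay system: recombinant human RBBP9; Reagent: Serine-hydrolase probe FP-Rh, 375 nM pre-mixing; Doses: 7.94 µM single dose, 0.794% DMSO; Incubation: 30 min then 45 min, 25 °C; Detection: fluorescence polarization (mP), excitation 525 nm, emission 598 nm; Evaluation: percent inhibition from mP, scaled between DMSO and no-protein wells.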
PPC-1+TRAIL kill: compounds killing PPC-1 cancer cells with TRAIL present, primary screen, TRAIL potentiator project, ATPLite luminescence, uHTS | PPC-1 cells + TRAIL, ATPLite viability luminescence | cell killing (% activity), % at 4 µM | 220,000 tested, 0.41% active;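 active = cell killing above 50% in the first pass at 4 µM, then a duplicate retest at 5 µM averaging 50% or more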;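 also: plate controls were cells with TRAIL plus DMSO for no effect and medium-only wells lacking cells for full effect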
BaF3 tox: parental Ba/F3 cell viability inhibition, counter-screen for JAK2V617F inhibitor project, murine pro-B, CellTiter-Glo luminescence | CellTiter-Glo ATP luminescence | inhibition, % at 5.6 µM | 220,000 tested, 1.1% active | AID 1486, 2009;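 active = inhibition above a per-campaign cutoff, the mean inhibition of all tested compounds plus 3 SD, cut at about 27% in these data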;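 also: 0% = DMSO wells and 100% = JAK Inhibitor I control wells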
Tb hexokinase: Trypanosoma brucei hexokinase 1 inhibitors, primary screen, biochemical, G6PDH-coupled NADH absorbance, MLSCN library. 220,000 tested, 0.11% active. hexokinase 1 [Trypanosoma brucei]. recombinant TbHK1, G6PDH-coupled NADH A340. inhibition, % at 10 µM;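 active = inhibition of 50% or more in the single-dose primary screen; inactive = inhibition below 50%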
p97 ATPase inh: inhibitors of human p97 ATPase, primary screen, biochemical; Transitional endoplasmic reticulum ATPase (Homo sapiens), P55072; recombinant p97 ATPase, Kinase-Glo ATP luminescence, 3 h; inhibition, % at 8 µM; 220,000 tested, 0.42% active; AID 1481, 2009; in the data active = inhibition above about 15%;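 also: 0% = DMSO vehicle and 100% = wells lacking enzyme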
EP2 antag: human EP2 receptor antagonists, primary screen, TR-FRET cAMP, C6 glioma cells. C6 glioma cells expressing human EP2; cells stimulated with saturating PGE2. inhibition, % at 25 µM. 260,000 tested, 0.52% active;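 active = percent inhibition above 40 after rounding to a whole number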;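 also: rat C6 glioma host cells with rolipram phosphodiesterase inhibitor present; the protocol text gives 20 µM as final concentration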
Target sequence (P43116 whole entry, looked up): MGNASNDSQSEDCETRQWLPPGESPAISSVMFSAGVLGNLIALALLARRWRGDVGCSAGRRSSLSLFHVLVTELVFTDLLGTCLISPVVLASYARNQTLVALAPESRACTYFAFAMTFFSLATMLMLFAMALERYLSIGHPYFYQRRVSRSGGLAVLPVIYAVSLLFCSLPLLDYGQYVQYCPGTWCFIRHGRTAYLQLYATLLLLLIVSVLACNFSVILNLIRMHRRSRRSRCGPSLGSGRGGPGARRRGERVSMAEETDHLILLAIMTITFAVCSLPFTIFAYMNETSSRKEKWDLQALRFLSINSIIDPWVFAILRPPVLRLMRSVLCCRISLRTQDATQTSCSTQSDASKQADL
* = called active by the depositor; & = joins results of further samples; [ ] = remark or other dose.

Assay codes – A = NCF1 inh; B = Furin inh; C = Ba/F3 V617F tox; D = RBBP9 inh; E = PPC-1+TRAIL kill; F = BaF3 tox; G = Tb hexokinase; H = p97 ATPase inh; I = EP2 antag
> COC(=O)/C=C/C(=O)Nc1cccc(C(F)(F)F)c1
  A = -4; B = -6; C = 5; D = -10; E = 6; F = 12; G = -6; H = 10; I = 3
> O=C(CSc1nnc(NCc2ccccc2)s1)c1ccco1
  A = -7; B = -25; C = 0; D = 0; E = 29; F = 5; G = 25; H = 1; I = 15
> CCS(=O)(=O)N1CCCC(C(=O)NCc2cccnc2)C1 (stereo not given)
  A = -1; B = -17; C = 2; D = -5; E = 2; F = 4; G = 1; H = -1; I = 13
> CN(CC(=O)Nc1ccc(F)c(F)c1F)c1ncnc2sccc12
  A = -16; B = -15; C = -1; D = -2; E = 7; F = 6; G = 1; H = 5; I = 2
> CCOC1=NN(c2ncc(C(F)(F)F)cc2Cl)C(=O)/C1=C/N(C)C
  A = 2; B = -20; C = -4; D = -2; E = 9; F = 0; G = -5; H = 5; I = 6
> Cc1csc2ncc(C(=O)N(Cc3ccccc3)c3ccccn3)c(=O)n12
  A = -10; B = -1; C = 4; D = -11; E = -6; F = 6; G = -37; H = -4; I = 8
> Fc1cccc(-c2nnn3c2nc(Cl)c2ccccc23)c1
  A = -6; B = -25; C = 2; D = -6; E = 23; F = -1; G = -4; H = 7; I = 11
> Cc1cccc(-n2c(O)c(C=Nc3cc(O)ccc3C)c3ccccc3c2=O)n1
  A = -3; B = 8; C = 0; D = -9; E = 9; F = 5; G = -8; H = 10; I = 6
> COCCCNC(=O)CCC(=O)NNc1nc2ccccc2c2nc(C)nn12
  A = -5; B = -22; C = 0; D = -3; E = 40; F = 4; G = 0; H = 0; I = 11
> CCOC(=O)C(Cc1ccc(NC(=O)/C(=C\c2ccccc2)NC(=O)c2ccccc2)cc1)N1C(=O)c2ccccc2C1=O (stereo not given)
  A = -12; B = -28; C = -3; D = -12; E = 0; F = 1; G = -16; H = 1; I = 6
> Cc1cc(N2CCOCC2)n2ncc(-c3ccc(Cl)cc3)c2n1
  A = -6; B = -42; C = -1; D = -5; E = 15; F = 1; G = -27; H = 2; I = 7
> COC(=O)c1ccc(NC(=O)CSc2nnnn2C2CCCCC2)cc1
  A = 0; B = -11[20 µM]; C = 1; D = -8; E = 25; F = 3; G = -4; H = -7; I = 1
> CN(CCC#N)C(=O)COC(=O)c1ccc(CNS(=O)(=O)c2ccc(F)c(Cl)c2)cc1
  A = 3; B = -13; C = -1; D = -4; E = 5; F = 2; G = -4; H = 3; I = 5
> Cc1cccc(-n2c(=O)[nH]c3c(C(N)=O)nc(CC(C)C)nc32)c1
  A = -7; B = -7; C = -3; D = 7; E = -3; F = 2; G = -3; H = 0; I = 13
> CNC(=O)NC(=O)CSc1cccc(C(F)(F)F)c1
  A = -9; B = -23; C = -2; D = 0; E = -5; F = 0; G = 0; H = 4; I = 17
> Cc1cccc(-c2noc(CN(C(=O)c3c(-c4ccccc4Cl)noc3C)C(C)C)n2)c1
  A = -9; B = -11; C = 0; D = -13; E = 12; F = 7; G = -14; H = -12; I = 16
> Cc1cc(C)nc(SCCn2c(N3CCOCC3)nc3c2c(=O)[nH]c(=O)n3C)n1
  A = -6; B = -6; C = 3; D = -13; E = 19; F = 2; G = -1; H = -2; I = 2
> COc1ccc(-c2nc3cc(NC(=O)Cc4ccc(OC)c(OC)c4)ccc3o2)cc1
  A = -1; B = -14[20 µM]; C = 2; D = 0; E = 3; F = 9; G = -24; H = 0; I = 9
> O=C(C1CCC1)N1CCc2cc(S(=O)(=O)NC3CCCC3)ccc21
  A = -13; B = -18; C = -1; D = -5; E = 14; F = 4; G = -6; H = 4; I = 11
> CCOC(=O)c1cc2c(nc1NC(=S)Nc1ccccc1)CC(C)(C)OC2
  A = -11; B = -6; C = -3; D = -3; E = 21; F = 2; G = -18; H = 0; I = 4

5 compounds from above with just Furin inh and p97 ATPase inh.
| SMILES | Furin inh | p97 ATPase inh |
| --- | --- | --- |
| COC(=O)c1ccc(NC(=O)CSc2nnnn2C2CCCCC2)cc1 | -11[20 µM] | -7 |
| CN(CCC#N)C(=O)COC(=O)c1ccc(CNS(=O)(=O)c2ccc(F)c(Cl)c2)cc1 | -13 | 3 |
| Cc1cccc(-n2c(=O)[nH]c3c(C(N)=O)nc(CC(C)C)nc32)c1 | -7 | 0 |
| CNC(=O)NC(=O)CSc1cccc(C(F)(F)F)c1 | -23 | 4 |
| Cc1cccc(-c2noc(CN(C(=O)c3c(-c4ccccc4Cl)noc3C)C(C)C)n2)c1 | -11 | -12 |

More compounds follow.
Assay codes – A = NCF1 inh; B = Furin inh; C = Ba/F3 V617F tox; D = RBBP9 inh; E = PPC-1+TRAIL kill; F = BaF3 tox; G = Tb hexokinase; H = p97 ATPase inh; I = EP2 antag
> COc1cc(C2c3c(-c4ccccc4)n[nH]c3C(=O)N2c2ccccc2)ccc1O (stereo not given)
  A = -16; B = -15; C = -2; D = -7; E = 6; F = 2; G = 9; H = 8; I = 6
> NC(=O)c1ccc(N2CCN(c3ccc(O)cc3)CC2)c([N+](=O)[O-])c1
  A = 2; B = -26; C = 3; D = 1; E = 21; F = 18; G = -4; H = 3; I = 4
> Cc1ccc(O)c(C(=O)c2cc(C#N)c(=O)n(Cc3ccccc3)c2)c1
  A = -24; B = -13; C = 0; D = -2; E = 26; F = 5; G = -12; H = 2; I = 7
> COc1ccccc1-c1cn[nH]c1-c1ccc(OCc2ccccc2)cc1O
  A = -10; B = -2; C = -2; D = -5; E = 13; F = -3; G = 12; H = 5; I = 11
> N#CCc1ccc(NS(=O)(=O)c2ccc(C3CCCCC3)cc2)cc1
  A = -10; B = -11; C = 1; D = -8; E = 15; F = 6; G = 1; H = -4; I = 5
> CSc1nc(SCCN(C)C)c2c3c(sc2n1)COC(C)(C)C3
  A = -13; B = -19; C = -4; D = -4; E = 12; F = 3; G = -10; H = 2; I = 14
> Cc1ccc(S(=O)(=O)N(C)C)cc1NC(=O)Nc1ccccc1
  A = -4; B = -20; C = 0; D = -9; E = 15; F = -2; G = -1; H = 2; I = 6
> COc1ccccc1C1C(C#N)=C(N)Oc2cc(C)n(CCCn3ccnc3)c(=O)c21 (stereo not given)
  A = -5; B = -10; C = -2; D = -3; E = 24; F = -2; G = -2; H = 3; I = 10
> Cc1cc(C)n(-c2ncnc3sc4c(c23)CCCC4)n1
  A = -5; B = -30; C = -4; D = -8; E = 3; F = 2; G = -5; H = -1; I = 17
> COc1cc(C(=O)Nc2nc(-c3ccc(C)cc3)cs2)ccc1OCC(=O)N1CCOCC1
  A = -12; B = -1; C = 3; D = -14; E = 17; F = 7; G = 5; H = -2; I = 7
> O=C(CCC(=O)NNC(=O)COc1ccc(Br)cc1Br)NCc1ccccc1
  A = 1; B = -27; C = -4; D = -5; E = 14; F = 3; G = 3; H = 2; I = 14
> COc1cc(OC)c(NC(=O)c2ccc(Br)o2)cc1Cl
  A = -3; B = -10; C = -2; D = -2; E = 10; F = 4; G = -4; H = 3; I = 11
> O=C(NCC1CCCC(CNC(=O)N2CCc3ccccc32)C1)N1CCc2ccccc21 (stereo not given)
  A = 4; B = -17[20 µM]; C = -2; D = -4; E = 28; F = 4; G = -4; H = 2; I = 5
> CCc1nc2oc3ccccc3c(=O)c2c(=O)n1Cc1ccc(OC)cc1
  A = -23; B = -23; C = -2; D = -5; E = 2; F = 4; G = 0; H = -3; I = 4
> C=CCOc1cccc(C(=O)N2CCCC(CNS(=O)(=O)c3cccs3)C2)c1 (stereo not given)
  A = -3; B = -20; C = -4; D = 1; E = 10; F = 8; G = 2; H = 3; I = 6
> CCn1c(Cc2ccccc2)nnc1SCC(=O)Nc1cc(C)on1
  A = -5; B = -23[20 µM]; C = 3; D = -7; E = 9; F = 3; G = -2; H = -3; I = 3&9
> Cc1cc(NC2C3CC4CC(C3)CC2C4)n2nnnc2n1 (stereo not given)
  A = -8; B = -14; C = 0; D = 7; E = 7; F = 2; G = -3; H = 7; I = 10
> Cc1oc(-c2ccccc2)cc1C(=O)Nc1ccc2ccccc2c1
  A = -20; B = -17[20 µM]; C = -1; D = 5; E = 18; F = 5; G = -16; H = 7; I = 6
> CCOc1ccc(CNCCc2ccc(S(N)(=O)=O)cc2)cc1
  A = 1; B = -2; C = -4; D = -3; E = 7; F = 2; G = 3; H = 4; I = 3
> Cc1nn(-c2ccccc2)c(N)c1N=Nc1cccnc1
  A = -10; B = -3; C = 1; D = -5; E = 0; F = 6; G = -25; H = 3; I = 5
> Cc1oc(C)c(S(=O)(=O)NCc2cccs2)c1C(=O)O
  A = -5; B = -8; C = -3; D = -2; E = -2; F = -3; G = 0; H = 9; I = 7
> O=C(NC1CCCCC1)C(=S)NCc1ccccc1
  A = -6; B = -21; C = 0; D = -3; E = 5; F = 3; G = -1; H = 0; I = 2
> COCCNC(=O)c1cc2c(=O)n3cccc(C)c3nc2n(Cc2ccncc2)c1=N
  A = 3; B = -133; C = 2; D = 9; E = 5; F = 9; G = 27; H = -1; I = 8
> CCOC(=O)C1=C(CN2CCCCC2)NC(=O)NC1c1cc(C)ccc1C (stereo not given)
  A = -7; B = -3[20 µM]; C = 2; D = -8; E = 3; F = 4; G = -2; H = -7; I = 5
> CC12CCC(C(=O)Nc3cccc(Cl)c3Cl)([C@H](Br)C1=O)C2(C)C (stereo not given in full)
  A = -11; B = -30; C = -1; D = -11; E = 16; F = 0; G = -4; H = 0; I = 6
> O=C(NC(=O)c1c(F)cccc1F)O/N=C1\CCCc2occc21
  A = 3; B = -7; C = -5; D = -13; E = 26; F = 0; G = -2; H = 4; I = 9
> Cc1cc(=O)oc(C)c1C(=O)NCc1ccccn1
  A = -4; B = 7; C = -4; D = -11; E = 17; F = -2; G = -35; H = 4; I = 7
> C=CCNC(=O)CCCOc1ccc(C)cc1
  A = -1; B = -26[20 µM]; C = -3; D = -7; E = 2; F = 3; G = -1; H = 3; I = 5
> O=C(/C=C/c1ccc(Br)cc1)NC(=O)c1ccccc1O
  A = -13; B = -13; C = 1; D = 2; E = 62*[5 µM]; F = 2; G = -12; H = 3; I = 11

These rows are one share of the data. The share of hits here may be higher or lower than overall.
